# HIF-2a block = HIF-2a inhibition; 786-0 RCC cells HIF-2a reporter, luciferase luminescence, overnight; 360,000 compounds, 0.72% hits; AID 624352; inhibition, % at 18.8 µM;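 active means inhibition of the luminescence signal of 40% or more relative to plate controls, in a single-dose primary screen at 18.75 µM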
# NR2E3 ag-1 = agonists of human nuclear receptor NR2E3; Q9Y5X4; GST-NR2E3/biotin-RetCOR TR-FRET, 1536-well; inhibition of corepressor binding, % at 4.78 µM; 320,000 compounds, 0.12% hits; AID 2300;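 active means percent inhibition above the cutoff of mean plus 3 SD of all tested compounds, set per screening campaign, cut at about 20% in these data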;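 further: 0% = DMSO wells and 100% = biotin wells as full block of FRET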
# Target sequence (Q9Y5X4 whole entry, looked up): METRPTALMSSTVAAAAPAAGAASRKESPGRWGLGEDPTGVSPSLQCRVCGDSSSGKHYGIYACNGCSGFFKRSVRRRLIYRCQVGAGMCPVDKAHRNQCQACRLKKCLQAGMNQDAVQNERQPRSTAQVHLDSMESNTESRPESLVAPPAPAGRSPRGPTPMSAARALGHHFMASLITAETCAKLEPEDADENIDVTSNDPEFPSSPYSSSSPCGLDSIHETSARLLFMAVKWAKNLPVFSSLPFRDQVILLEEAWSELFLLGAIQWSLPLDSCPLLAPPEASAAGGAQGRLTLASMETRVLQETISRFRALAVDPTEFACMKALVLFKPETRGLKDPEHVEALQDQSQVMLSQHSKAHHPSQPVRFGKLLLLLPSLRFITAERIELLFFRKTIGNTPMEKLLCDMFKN
#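 Test system – NR2E3–RetCOR corepressor complex · Quantity – NR2E3 fusion 1.35 nM · Buffer or medium – Tris pH 7.5 · Incubation – Compound–protein incubation for 5 h at 4 °C · Technique – TR-FRET, Eu(K)-anti-GST donor, streptavidin-D2 acceptor, ex 340, em 617/671 nm · Evaluation – percent inhibition of 671/617 nm emission ratio versus biotin and DMSO controls · Plate – 1536-well format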
# Peg3 prom inh = Peg3 promoter activity inhibition | HeLa PEG-Prom luciferase reporter, luminescence, overnight | inhibition, % at 20 µM | 360,000 compounds, 1.7% hits | AID 588405;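 active means inhibition of at least 50% at 20 µM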
# CF NFkB inh = cystic fibrosis NF-kB activation inhibition | KKLEB NF-kB-GFP reporter, PAF-induced, GFP fluorescence overnight | inhibition, % at 5 µM | 360,000 compounds, 0.86% hits | AID 588850;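 active means at least 50% inhibition at 5 µM, scaled per plate between neutral and stimulator controls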;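 further: PAF is a Pseudomonas aeruginosa culture filtrate used as stimulus; plate controls were PAF-stimulated DMSO wells for no effect and unstimulated DMSO wells for full effect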
# TRPM1 prom inh = MITF TRPM1 promoter inhibition in SK-MEL-5 cells. 330,000 compounds, 0.83% hits. SK-MEL-5 TRPM1 promoter luciferase, 24 h. inhibition, % at 12.5 µM;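 active means mean inhibition across replicates of 60% or more, whatever share of single replicates reaches that level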; further: values of inactives mirror those of a sister screen read the other way
# KKLEB cytotox = counter-screen for CF NF-kB inhibitors: cytotoxicity; activity change (cytotoxicity), % at 5 µM; 360,000 compounds, 0.36% hits; AID 602141; KKLEB CF airway cells viability, ATPlite luminescence, overnight; hits give low values; cells stimulated with P. aeruginosa culture filtrate;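 active means corrected activity change at or below -50% at 5 µM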
# TWEAK-Fn14 inh = inhibitors of TWEAK-Fn14 interaction signaling. AID 1159606. 360,000 compounds, 2% hits. TWEAK-stimulated Fn14 reporter cells, luciferase luminescence, 8 h. inhibition, % at 10 µM; in the data active means inhibition above about 50%
# Shn3 inh set2 = reduces Shn3 3'UTR luciferase signal in osteoblasts; inhibition, % at 12.5 µM; 360,000 compounds, 0.52% hits; Clone20 osteoblast Shn3 3'UTR firefly luciferase, 24 h;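 active means mean inhibition of at least 75% with every replicate also reaching 75%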;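 further: 0% = median of neutral control wells and 100% = pilot-screen positive control compound; some compounds past the cut are filed as inactive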
# aDG glyco up = alpha-DG glycosylation activation; Pro5-aDG cells, alpha-DG glycosylation AlphaScreen (IIH6); 0% Pro5, 100% B10-LARGE cell signal; 360,000 compounds, 0.22% hits; activation, % at 10 µM;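 active means activation of at least 8% versus controls, or a plate z-score of at least 8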;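 further: Pro5 are CHO cells carrying HIG-tagged alpha-DG that lacks glycosylation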
# hiPSC survival = hiPSC single-cell survival enhancement; ATPlite luminescence; 100% = ROCK inhibitor wells, 0% = DMSO; survival enhancement, % at 20 µM; 360,000 compounds, 0.044% hits; AID 602274; in the data active means survival enhancement above about 18%;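 further: cells exposed to compounds for 16 hours before the ATP read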
# NR2E3 ag-2 = human photoreceptor-specific nuclear receptor agonism; inhibition of corepressor binding, % at 3.98 µM; 360,000 compounds, 0.35% hits; CHO-S Gal4-NCOR/VP16-NR2E3 two-hybrid, luciferase; AID 602229;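 active means inhibition above the mean of all tested compounds plus 3 SD, cut at about 70% in these data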;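 further: 0% = DMSO with NR2E3 transfected cells and 100% = cells lacking NR2E3 construct; higher means lower luciferase signal from less NR2E3 corepressor binding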
# Active calls of the source: *; / = not tested or not shown.
SMILES,HIF-2a block,NR2E3 ag-1,Peg3 prom inh,CF NFkB inh,TRPM1 prom inh,KKLEB cytotox,TWEAK-Fn14 inh,Shn3 inh set2,aDG glyco up,hiPSC survival,NR2E3 ag-2
CCCc1cc(=O)oc2cc(OC(C)C(=O)NC3CC(C)(C)NC(C)(C)C3)ccc12 (stereo not drawn),3,-1,-5,10,3,-16,5,-4,1.2,0.0,-13
C[C@H]1COC(=O)[C@H](CC(=O)OC(C)(C)C)C/C=C\C[C@@H](CC(=O)N(CCO)Cc2ccccc2)C(=O)N1,2,/,3,-4,-14,1,-3,-5,0.1,-0.3,19
CCOC(=O)CNC(=O)CCc1nnc2ccc(N3CCC(C)CC3)nn12,7,-4,-9,-7,-3,10,-11,-4,0.0,1.0,9
COc1ccc(C(=O)NCc2nnc(SCC(=O)N3CCOCC3)o2)cc1OC,15,0,-2,-4,-8,-5,-16,-6,-0.3,0.1,-15
COc1ccccc1-c1csc(C(NC(C)=O)c2ccccc2)n1 (stereo not drawn),-23,/,3,5,/,-4,-33,-9,-0.1,-0.2,-17
COC(=O)c1cc(C(=O)OCC(=O)NC(=O)c2ccccc2)cc([N+](=O)[O-])c1,14,-1,-1,10,-6,4,-11,10,0.4,-0.4,1
CN(C)C(CNC(=O)CNC(=O)Cc1cccc2ccccc12)c1ccccc1 (stereo not drawn),1,6,-10,10,5,-19,6,0,-0.2,0.0,1
O=C(c1ccccc1)N1CCN(C(=O)c2ccc(OC(F)(F)F)cc2)CC1,17,2,9,-2,-4,9,-2,-1,0.0,-1.7,-11
O=C(CCNC(=O)Cn1ccc2ccccc2c1=O)NCCc1ccc(Cl)cc1,20,7,12,3,0,0,-3,-18,0.0,2.2,-24
O=C(NNC(=O)C1C2CCCCC21)c1coc(=O)c(Br)c1 (stereo not drawn),-4,2,-6,6,-2,18,-4,5,0.1,-0.3,-7
CS(=O)(=O)c1nc(-c2ccccc2)cc(-c2ccccc2)c1C#N,76*,3,101*,61*,41,-15,-28,30,2.1,-0.7,-23
Cc1cc(NC(=O)c2ccc3c(c2)C(=O)N(CCC(C)C)C3=O)no1,-6,-1,0,-5,3,0,1,10,0.0,-3.1,-22
NCCCn1c(C(=O)c2ccc(Cl)cc2)c2ccc([N+](=O)[O-])cc2[n+]1[O-],-86,5,-77,-17,28,-1,-22,58,0.1,-2.4,12
CC(NCC(O)COCc1cccs1)C1CC2CCC1C2 (stereo not drawn),24,4,6,10,-6,-5,-15,5,-0.1,-0.1,-7
O=C(Nc1ccc(Cl)cc1)C1C2C=CC3(O2)C1C(=O)N(CCN1CCCCC1)C3C(=O)NC1CCCCC1 (stereo not drawn),12,-1,12,-7,-13,12,16,-9,0.2,0.0,-9
CC(C)c1onc(C(=O)NC(C)c2ccccc2)c1[N+](=O)[O-] (stereo not drawn),11,4,7,13,-6,-1,0,1,0.1,1.9,-16
O=C(CSc1nc(-c2ccco2)cc(C(F)(F)F)n1)Nc1ccc(C(=O)N2CCCCC2)cc1,8,6,12,-4,5,-12,19,85,0.7,-3.3,-2
Nc1c(C(=O)NCC2CCCO2)c2nc3ccccc3nc2n1/N=C/c1ccncc1 (stereo not drawn),4,/,60*,-35,4,-5,-10,-1,-0.2,-0.2,-11
Cc1ccc(C)c(/C(O)=C2\C(=O)C(=O)N(Cc3cccnc3)C2c2cccnc2)c1 (stereo not drawn),-3,6,2,2,5,16,-3,-7,-0.2,-2.1,-1
Cc1cc(C)c(S(=O)(=O)NCC(=O)NCc2cc(=O)n(C)c(=O)n2C)c(C)c1,0,-3,-3,5,-2,2,-3,-20,-0.2,-0.6,-10
CC(=O)N(CC1CCCO1)c1nnc(-c2cnccn2)s1 (stereo not drawn),-3,0,-8,3,8,2,8,-11,-0.2,12,-3
CCN(C(=O)COC(=O)c1cc(S(=O)(=O)Nc2c(C)n(C)n(-c3ccccc3)c2=O)ccc1Cl)C1CCCCC1,14,2,24,-30,-3,0,4,0,-0.3,-0.6,26
COCCNC(=O)Cn1c(=O)n(Cc2ccc(C(=O)NCc3ccco3)cc2)c(=O)c2ccccc21,15,0,8,19,-4,2,6,6,-0.2,-1.1,-32
CCN(CC)c1nc(OC)nc(-n2nnc(C(C)=O)c2C)n1,0,0,0,1,-9,-4,-8,-8,0.0,-1.0,-24
CCC[C@@H](CN1CCC[C@H]1CN1C(N)=NC[C@H]1C(C)C)N1C[C@@H]([C@H](C)CC)N(CCCC2CCCC2)C1=N,9,/,-8,3,-13,-7,-14,-1,0.7,-2.0,8

# Gathered by group: those above containing an aryl methoxy group (three)
SMILES,HIF-2a block,NR2E3 ag-1,Peg3 prom inh,CF NFkB inh,TRPM1 prom inh,KKLEB cytotox,TWEAK-Fn14 inh,Shn3 inh set2,aDG glyco up,hiPSC survival,NR2E3 ag-2
COc1ccc(C(=O)NCc2nnc(SCC(=O)N3CCOCC3)o2)cc1OC,15,0,-2,-4,-8,-5,-16,-6,-0.3,0.1,-15
COc1ccccc1-c1csc(C(NC(C)=O)c2ccccc2)n1 (stereo not drawn),-23,/,3,5,/,-4,-33,-9,-0.1,-0.2,-17
CCN(CC)c1nc(OC)nc(-n2nnc(C(C)=O)c2C)n1,0,0,0,1,-9,-4,-8,-8,0.0,-1.0,-24

# The list continues.
SMILES,HIF-2a block,NR2E3 ag-1,Peg3 prom inh,CF NFkB inh,TRPM1 prom inh,KKLEB cytotox,TWEAK-Fn14 inh,Shn3 inh set2,aDG glyco up,hiPSC survival,NR2E3 ag-2
COc1ccc2c(c1OC)C(=O)OC2Nc1nc(-c2ccc([N+](=O)[O-])cc2)cs1 (stereo not drawn),-113,-1,-195,-8,-12,2,11,-13,-0.1,1.4,-44
O=C(Nc1cnn(Cc2ccccc2)c1)NC12CC3CC(CC(C3)C1)C2,-49,0,-25,12,-3,2,-15,13,0.0,1.4,-24
NS(=O)(=O)c1ccc(CCNC(=O)CCCC2=NS(=O)(=O)c3ccccc3N2)cc1,12,3,7,-4,-13,3,2,-3,-0.1,2.0,8
CCOc1ccc(-n2nnnc2SCC(=O)Nc2cccc(O)c2)cc1,21,0,12,-3,14,-1,8,36,0.6,-0.6,15
Cc1c(NC(=O)c2ccc([N+](=O)[O-])o2)cccc1-c1nc2ncccc2o1,33,-3,83*,96*,78*,-31,23,42,1.1,-0.7,5
CC(C)COc1ccc(-c2nn(-c3ccccc3)cc2C(=O)Nc2nccs2)cc1,6,-1,18,5,-14,14,16,-4,-0.1,2.5,-2
COc1cc2c(cc1OC)CN(C(=O)CSc1nnc3scc(-c4ccccc4)n13)CC2,6,0,4,-13,17,11,-12,-4,-0.2,0.4,-11
COc1cc(C(=O)N2CCC(n3c(C)nc4cc(F)ccc43)CC2)cc(OC)c1OC,8,3,3,14,1,0,-6,12,-0.1,3.6,-7
O=C(Nc1cccc(C(F)(F)F)c1)c1cccnc1N1CCCC1,11,-1,5,4,18,-8,9,18,-0.5,-2.6,-7
COc1cccc(NC(=O)C2(C)CCN2C(=O)CC2CC2)c1 (stereo not drawn),2,/,4,-8,/,3,11,15,0.8,6.4,-5
CCN(Cc1ccccc1)C(=O)c1ccc(NC(=O)c2ccc(OC)cc2)cc1,10,-1,-6,-4,6,-17,11,17,0.2,0.0,-1
O=S(=O)(c1cccs1)N1CN(CC2CCCO2)c2nc3ccccc3nc21 (stereo not drawn),-57,5,-49,12,2,-16,-4,8,0.1,1.6,-21
COc1ccc(-n2c(COc3ccccc3)nnc2SCc2ccc(C#N)cc2)cc1,23,2,4,-12,-6,-18,-9,14,0.8,-1.6,5
NC(=O)CC(NC(=O)Cc1cccc2ccccc12)c1ccc(NC2CCCC2)c([N+](=O)[O-])c1 (stereo not drawn),-6,/,-3,12,-1,-11,-7,4,0.0,-2.4,-5
COc1ccc2[nH]c(=O)c(CN(Cc3cccs3)S(=O)(=O)c3c(C)ccc4nsnc34)cc2c1,1,2,59*,97*,8,-21,61*,75,-0.5,6.4,9
Cc1nnc(C)n1/N=C/c1ccccn1,18,-1,-9,-9,-4,-1,-12,-5,-0.1,7.2,-13
COc1ccccc1C(C)NC(=O)CCNC(=O)c1ccc(Cl)cc1 (stereo not drawn),8,/,4,12,0,16,-4,-16,0.0,1.6,-31
O=C(Nc1ccc(F)cc1)N1CCN2C(=O)c3ccccc3C12c1ccccc1 (stereo not drawn),23,0,22,5,10,10,15,8,0.0,3.1,8
CCOC(=O)C1(CCCc2ccccc2)CCN(C(=O)CCCn2cncn2)CC1,-62,0,-39,7,-2,6,-31,-14,0.5,-0.4,-1
CCOC(=O)C1=CC[C@@H](c2ccccc2)N(S(=O)(=O)c2ccc(C)cc2)[C@H]1C,15,/,22,33,/,-17,11,-6,-0.1,4.0,0
C=C(C)CSc1[nH]c(=O)cc(C)c1C#N,14,2,13,-20,-3,8,-4,-10,-0.1,0.3,-1
Cc1cc(C)c(NC(=O)CSc2nc3ccc(N4C(=O)c5ccccc5C4=O)cc3s2)c(C)c1,10,1,1,19,5,-8,-6,-15,-0.3,1.1,4

# Some of these compounds in order of their number in NR2E3 ag-2, largest number first:
molecule | HIF-2a block | NR2E3 ag-1 | Peg3 prom inh | CF NFkB inh | TRPM1 prom inh | TWEAK-Fn14 inh | Shn3 inh set2 | aDG glyco up | NR2E3 ag-2
CCOC(=O)C1(CCCc2ccccc2)CCN(C(=O)CCCn2cncn2)CC1 | -62 | 0 | -39 | 7 | -2 | -31 | -14 | 0.5 | -1
COc1cc(C(=O)N2CCC(n3c(C)nc4cc(F)ccc43)CC2)cc(OC)c1OC | 8 | 3 | 3 | 14 | 1 | -6 | 12 | -0.1 | -7
COc1cc2c(cc1OC)CN(C(=O)CSc1nnc3scc(-c4ccccc4)n13)CC2 | 6 | 0 | 4 | -13 | 17 | -12 | -4 | -0.2 | -11

# Compound profiles, as listed above. Order of screens: HIF-2a block, NR2E3 ag-1, Peg3 prom inh, CF NFkB inh, TRPM1 prom inh, KKLEB cytotox, TWEAK-Fn14 inh, Shn3 inh set2, aDG glyco up, hiPSC survival, NR2E3 ag-2
# `Cc1cc(C)c(NC(=O)CSc2nc3ccc(N4C(=O)c5ccccc5C4=O)cc3s2)c(C)c1` reads 10, 1, 1, 19, 5, -8, -6, -15, -0.3, 1.1, 4
# `CC(C)COc1ccc(-c2nn(-c3ccccc3)cc2C(=O)Nc2nccs2)cc1` reads 6, -1, 18, 5, -14, 14, 16, -4, -0.1, 2.5, -2

# Fetched by structure from the entries so far:
SMILES,HIF-2a block,NR2E3 ag-1,Peg3 prom inh,CF NFkB inh,TRPM1 prom inh,KKLEB cytotox,TWEAK-Fn14 inh,Shn3 inh set2,aDG glyco up,hiPSC survival,NR2E3 ag-2
Cc1cc(C)c(S(=O)(=O)NCC(=O)NCc2cc(=O)n(C)c(=O)n2C)c(C)c1,0,-3,-3,5,-2,2,-3,-20,-0.2,-0.6,-10
CCN(CC)c1nc(OC)nc(-n2nnc(C(C)=O)c2C)n1,0,0,0,1,-9,-4,-8,-8,0.0,-1.0,-24
